HT1080 IDH1KD tx: qHTS for induction of synthetic lethality in tumor cells producing 2HG: qHTS for the HT-1080-IDH1KD cell line. HT-1080 IDH1 knockdown viability, ATP luminescence, 48 h. Potency, µM (highest dose often 46.1 µM), for the others: top-dose activity, negative = toxicity, hits mostly cytotoxic. 2% of 360,000 active. AID 686971, 2013;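 further: 0% = DMSO wells and -100% = cell-free medium wells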
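Using the IDH1-knockdown HT-1080 line run in the same batch and compound series as the NT line, viability after 48 h at 37 °C was determined by CellTiter-Glo luminescence and expressed as % activity.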
GLP1R cytotox: qHTS of GLP-1 Receptor Inverse Agonists: Cytotox Screen; HEK293 cAMP-luciferase reporter cells, luminescence, 24 h; Potency, µM (doses to about 38.3 µM), without a hit: at the highest dose activity change, negative = inhibition, usual class: inhibitors; 0.13% of 410,000 active;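 further: loss of luciferase light is scored as toxicity; on the % scale 0 is the no-effect control and ±100 the full control effect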
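Cells in DMEM/10% Nu serum/1% pen-strep, 1536-well format. Pre-incubated 12 h, dosed with 23 nL compound, incubated a further 24 h. Luciferase detection, 12 min at room temp, luminescence.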
HT1080-NT tox: qHTS for induction of synthetic lethality in tumor cells producing 2HG: qHTS for the HT-1080-NT fibrosarcoma cell line | HT-1080-NT fibrosarcoma viability, CellTiter-Glo ATP luminescence, 48 h | Potency, µM (doses to about 46.1 µM), for the others: at the top dose activity, negative = less viability, most hits filed as cytotoxic | 1.6% of 360,000 active;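 further: NT is the 2HG producing partner of a matched IDH1 knockdown line; 0% = DMSO-treated cells and -100% = media-only wells without cells; nearly all actives have a fitted effect of over 55% in size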
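Toxicity toward the 2HG-producing NT line was scored as %Activity, normalised to DMSO and no-cell wells, from CellTiter-Glo luminescence after 48 hours' treatment.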
GLP-1R agonist: qHTS of GLP-1 Receptor Agonists; HEK293 GLP-1R CRE-luciferase, luminescence, 4-6 h; cells express a hypersensitive GLP-1R form; Potency, µM (doses to about 45.6 µM), inactives show top-dose activation, usual class: activators; 0.007% of 380,000 active; AID 624172, 2012; Glucagon-like peptide 1 receptor (Homo sapiens), P43220; further: % of control where 0% means no effect
Target sequence (P43220 whole entry, looked up): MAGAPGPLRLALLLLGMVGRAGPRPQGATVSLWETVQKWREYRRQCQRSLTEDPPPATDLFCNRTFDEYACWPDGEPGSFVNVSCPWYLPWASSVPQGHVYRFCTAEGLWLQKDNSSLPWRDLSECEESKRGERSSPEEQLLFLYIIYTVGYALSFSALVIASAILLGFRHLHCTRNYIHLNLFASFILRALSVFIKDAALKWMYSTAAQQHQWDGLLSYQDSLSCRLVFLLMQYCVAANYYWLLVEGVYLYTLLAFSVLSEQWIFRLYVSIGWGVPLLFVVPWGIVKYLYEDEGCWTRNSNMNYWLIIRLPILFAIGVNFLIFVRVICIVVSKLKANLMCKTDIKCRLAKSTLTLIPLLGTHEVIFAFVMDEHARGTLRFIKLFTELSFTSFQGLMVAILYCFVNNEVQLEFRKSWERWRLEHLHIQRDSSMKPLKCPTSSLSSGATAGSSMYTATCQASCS
SW480 rereplic: A quantitative high throughput screen for small molecules that induce DNA re-replication in SW480 colon adenocarcinoma cells | Potency, µM (top dose mostly 46.1 µM), for inactives: top-dose re-replication activation, actives largely listed as activators | SW480 DNA re-replication, Hoechst DNA content imaging, 48 h | 1.8% of 340,000 active; further: % of control where 0% means no effect; nearly all actives have a fitted effect of over 55% in size
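Image-based DNA-content assay: after two days of treatment, nuclei were labelled with the DNA dye Hoechst and imaged, and hits were compounds raising the count of nuclei showing high fluorescence intensity.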
TDP-43 yeast inh: qHTS of TDP-43 Inhibitors; Potency, µM (top dose mostly 46.1 µM), for the others: at the highest dose growth rescue (activation), actives largely listed as activators; 1.8% of 410,000 active; TDP-43 expressing yeast growth rescue, BacTiter-Glo, 24 h; further: % of control where 0% means no effect; nearly all actives have a fitted effect of over 50% in size
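Yeast cells expressing TDP-43 under galactose induction are exposed to compounds for 24 hr at 30 deg C. BacTiter-Glo luminescence measures growth, so protective compounds score as activators.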
GLP-1R inv ag: qHTS of GLP-1 Receptor Inverse Agonists (Inhibition Mode) | HEK293 GLP-1R CRE-luciferase, luminescence, 24 h; GLP-1R form is constitutively active | AID 624417, 2012 | 1.6% of 410,000 active | Glucagon-like peptide 1 receptor (Homo sapiens), P43220 | Potency, µM (highest dose often 38.3 µM), without a hit: at the top dose activity change, negative = inhibition, actives largely listed as inhibitors; further: on the % scale 0 is the no-effect control and ±100 the full control effect; nearly all actives have a fitted effect of over 55% in size
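HEK293 cells stably co-expressing a cAMP-responsive luciferase reporter and constitutively active GLP-1R were seeded, incubated 12 h, then exposed to compounds for 24 h at 37 C. Luminescence was read 12 min after detection reagent; inverse agonists lower signal.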
KB-3-1 cytotox: qHTS assay for MDR1-selective chemotherapeutics: Primary screen using the parental adenocarcinoma cell KB-3-1. Potency, µM (series often up to 46.1 µM), for inactives: top-dose activity change, negative = cytotoxic, hits mostly cytotoxic. 1.4% of 400,000 active. KB-3-1 viability, CellTiter-Glo ATP luminescence, 72 h. AID 1347075, 2019; further: on the % scale 0 is the no-effect control and ±100 the full control effect; nearly all actives have a fitted effect of over 60% in size
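Viability of parental KB-3-1 cells, measured by CellTiter-Glo luminescence, followed a 72 h incubation at 37 °C with pinned compounds in phenol-red-free DMEM containing 10% FBS.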
KB-V1 cytotox: qHTS assay for MDR1-selective chemotherapeutics: Primary screen using the drug-selected MDR subline cells KB-V1. KB-V1 MDR cells viability, CellTiter-Glo, 72 h. Potency, µM (titrated, usually from 46.1 µM), for the others: at the top dose activity change, negative = cytotoxicity, actives largely listed as cytotoxic. 3.4% of 400,000 active. AID 1347076, 2019; further: on the % scale 0 is the no-effect control and ±100 the full control effect; nearly all actives have a fitted effect of over 60% in size
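Cytotoxicity via CellTiter-Glo luminescence after 72 h compound exposure at 37 degrees C. Cells: drug-selected KB-V1 line, DMEM phenol-red free plus 10% FBS. Compounds tested at multiple concentrations; normalized data fitted to concentration-effect curves.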
An asterisk follows results filed as active; u = inconclusive; x = no result given; [ ] = another dose, or the depositor's remark. The call rests on the fitted dose curve; in most records, active means well fitted curve in the direction sought with a large enough effect; inconclusive means small, poorly fitted or top-dose-only effect, or another doubt; inactive means no such curve, though single readings can be large; an effect the other way counts as inactive or inconclusive. Potency means the concentration at half of the fitted maximal effect.

mol,HT1080 IDH1KD tx,GLP1R cytotox,HT1080-NT tox,GLP-1R agonist,SW480 rereplic,TDP-43 yeast inh,GLP-1R inv ag,KB-3-1 cytotox,KB-V1 cytotox
N#C/C(=C/c1ccc(C(=O)O)cc1)C(=O)Nc1ccccc1,26.0%,-0.8%,24.7%,-1.8%,-10.6%,-19.5%,20.0%,-2.2%,3.4%
CN(C)C(=O)C1CC(=O)OC12CCCCC2 (configuration not stated),13.5%,-0.7%,0.2%,3.0%,-12.5%,10.6%,9.8%,0.7%,14.7%
O=C(NCCOc1ccccc1)C1CCC(=O)N(CCN2CCOCC2)C1 (configuration not stated),15.0%,-2.9%,15.8%,-4.6%,1.3%,-7.2%,0.1%,1.0%,1.1%
Cc1ccccc1NC(=O)N(C(C)C)C(C)C,9.4%,2.4%,9.1%,-15.6%,-13.6%,7.5%,9.1%,1.6%,34.3%
O=C1CC(c2ccccc2)CC(=O)C1=CN1CCCC1 (configuration not stated),16.8%,0.2%,-1.7%,9.8%,-7.5%,-30.4%[1.82 µM],-4.0%,5.7%,6.6%
O=C(NNc1nc2ccccc2s1)Nc1ccc(Cl)c(Cl)c1,-6.9%,1.7%,-18.5%,0.8%,-10.3%,9.9%,u,14.1%,-18.8%
O=C(NC(=S)Nc1ccc2nc[nH]c2c1)c1ccccc1,-14.2%,-11.7%,-15.4%,9.7%,7.4%,1.3%,5.4%,u,-5.6%
CCc1ccc(CN2C(=O)CCC2(C)C(=O)NC2CCCC2)cc1 (configuration not stated),4.7%,u,4.4%,-1.0%,2.4%,-6.8%,-19.1%,-9.1%,20.6µM*
COc1ccc([N+](=O)[O-])cc1C1NN=C(c2ccccc2O)S1 (configuration not stated),u,-3.5%,u,-0.6%,-1.6%,u,-5.5%,2.0%,5.5%
Cc1ccc(S(=O)(=O)NCC(=O)N(CC2CCCO2)C(C(=O)NC2CCCC2)C(C)C)cc1 (configuration not stated),24.6%,10.3%,22.6%,-1.7%,-4.2%,2.2%,12.4%,7.8%,-22.4%
COc1ccc(NC(=O)CCC(=O)OCc2ccc(Br)cc2)cc1,11.2%,-0.2%,-0.1%,24.1%,-48.9%[inhibitor],19.3%,13.9%,10.6%,-0.9%
CCOC(=O)c1nnn(-c2nonc2N)c1CNC(C)C,4.5%,-10.9%,1.0%,-2.4%,-0.3%,1.5%,7.1%,2.9%,15.7%
O=C1CCCc2oc3ccc(O)cc3c21,24.8%,-9.9%,21.0%,-2.3%,-0.8%,21.7%,26.0%,1.1%,0.1%
Cc1ccc2ncc3c(-c4ccc(F)cc4)nn(-c4cccc(F)c4)c3c2c1,x,1.0%,x,x,x,20.3%,0.7%,-3.9%,13.9%
CCOc1cc(NC(=O)C2CC2)c(OCC)cc1NC(=O)c1cc(OC)c(OC)c(OC)c1,-1.0%,0.3%,8.8%,0.7%,-14.5%,-10.0%,14.0%,-9.4%,-0.1%
O=C(c1ccc(C(F)(F)F)cc1)C1CCCN(Cc2cccn2-c2ncccn2)C1 (configuration not stated),u,u,u,0.9%,5.1%,-12.3%,u,-6.2%,-0.6%
C#CCOCCOCCOCCNc1nc(N2CCN(C(=O)[C@H](CCC(=O)O)n3cc(CN)nn3)CC2)nc(N2CCN(C(=O)[C@H](CCC(=O)O)n3cc(CN)nn3)CC2)n1,12.9%,2.5%,13.9%,-3.7%,-2.8%,22.6%,11.6%,0.0%,0.0%
Cc1c(NC(=O)CSc2nncc3ccccc23)c(=O)n(-c2ccccc2)n1C,1.5%,-8.0%,6.2%,0.7%,-1.7%,12.7%,8.0%,9.9%,-0.5%
O=C(Cc1ccccc1)Nc1ccc(NC(=O)c2cccs2)c(Cl)c1,12.9%,-6.9%,13.2%,-14.6%,4.2%,0.0%,3.7%,-3.1%,20.6µM*
CCCCCCC(=O)Oc1cccc(N2C(=O)C3CCCCC3C2=O)c1 (configuration not stated),3.5%,2.7%,1.1%,15.2%,-53.8%[inhibitor],3.6%,14.1%,1.1%,13.9%
O/N=C1\CC/C(=N\O)c2nn(-c3ccccc3Cl)nc21,-6.1%,0.8%,7.8%,0.6%,0.8%,2.7%,0.0%,-3.2%,6.0%
NC(=O)c1ccc(N=Cc2c(O)ccc3ccccc23)cc1,u,-11.5%,-24.0%,12.5%,3.9%,-16.0%[1.82 µM],1.1%,u,u
COc1cccc(/C=C(/C(=O)OCC(N)=O)c2ccccc2)c1,-9.0%,8.0%,-8.5%,8.4%,-2.5%,-8.6%,u,4.9%,u
CCc1nc(N)nc(N)c1-c1ccc(N(C)Cc2ccccc2)c([N+](=O)[O-])c1,0.651µM*,-20.0%,u,u,22.0%,13.6%,u,4.11µM*,1.84µM*
O=C(Nc1cccn(Cc2ccc(F)cc2)c1=O)NC1CCCCC1,-0.1%,10.9%,0.3%,-3.5%,-1.1%,0.0%,0.5%,11.7%,-1.6%
COc1ccc2nc(NCCNC(=S)NCCCN3CCOCC3)c(C#N)cc2c1,18.3%,268.5%[activator],12.4%,1.4%,u,9.7%,3.8%,2.2%,-9.9%
Cc1ccc(/C=N/NC(=O)CSc2nc3ccccc3n2C)s1,-7.7%,-12.1%,1.1%,1.2%,0.7%,19.4%,-5.8%,-5.0%,14.6µM*
O=C(c1cccc(S(=O)(=O)Nc2ccc(Br)cc2)c1)N1CCCC1,2.7%,-1.2%,1.2%,1.5%,-6.1%,18.1%,u,-1.5%,5.7%
CCOC(=O)C1(C)CCCN1C(=O)c1ccc(F)c(Cl)c1 (configuration not stated),3.8%,-5.4%,20.6%,-3.6%,x,0.0%,10.3%,0.0%,-0.4%
Cc1ccc(S(=O)(=O)N2CCN(C(=O)CC(C)n3cncn3)CC2)cc1C (configuration not stated),9.5%,6.6%,-3.4%,3.2%,2.9%,-5.9%,6.0%,1.2%,0.4%
Cc1ccccc1Sc1ncnc2onc(C)c12,-3.6%[9.24 µM],-13.5%,-3.7%,-26.0%,-8.4%,u,u,u,-21.4%
O=C(O)c1n[nH]c2c1CCCCC2,0.4%,-3.9%,-1.2%,-5.2%,-2.4%,1.7%,7.9%,-3.3%,2.4%
N#Cc1ccccc1NC(=O)C(=O)NCC(c1cccnc1)N1CCc2ccccc21 (configuration not stated),x,9.5%,x,x,x,1.9%,13.2%,-22.0%,2.5%
CCc1ccc(S(=O)(=O)Nc2ccc(-c3ccc(N4CCCCCC4)nn3)cc2)cc1,x,1.5%,x,x,x,10.5%,4.9%,0.4%,13.9%
CCc1ccc(CNC(=O)CN2C(=O)CCn3nc(-c4cn(C)c5ccccc45)cc32)cc1,x,-24.8%,x,x,x,15.4%,-2.9%,7.1%,-3.9%
Cc1ccc(S(=O)(=O)N(C)c2ccc(OC(C)C(=O)N3CCCC3)cc2)cc1C (configuration not stated),3.2%,8.5%,0.3%,-5.6%,-3.0%,21.0%,-9.9%,-27.1%,u
COCCNC(=O)C1CCCN(Cc2ccc(C)cc2)CC1 (configuration not stated),22.1%,4.5%,16.6%,-1.2%,x,1.8%,7.4%,0.0%,3.5%
Cc1cccc(C(=O)N[C@H](C(=O)NCCc2ccc(S(N)(=O)=O)cc2)C(C)C)c1,11.2%,-15.2%,20.8%,11.3%,-5.1%,-6.9%,u,15.9%,-4.1%
Cc1cc(NC(=O)c2ccc(NC(=O)C(C)C)cc2)no1,2.0%,-7.0%,12.1%,-9.0%,-0.7%,6.2%,-29.1%,7.5%,17.9%
CCOc1ccc(/C=C/C(=O)Nc2sc3c(c2C(=O)OC)CCCC3)cc1,x,-5.4%,x,-4.9%,x,13.0%,-8.0%,6.7%,-15.5%
CCOC(=O)C1(Cc2cccc(F)c2)CCN(C2CCOCC2)CC1,16.5%,u,8.6%,0.0%,-9.3%,-8.1%,-17.5%,13.7%,u
N/C(Cc1ccc([N+](=O)[O-])cc1)=N\OC(=O)C(c1ccccc1)c1ccccc1,u,6.2%,17.8µM*,29.7%,-3.5%,u,u,-8.0%,7.2%
Cc1c(-c2ccc(OCCN3CCOCC3)cc2)c(=O)oc2ccc3ccccc3c12,6.0%,6.1%,18.2%,1.5%,x,5.3%,5.5%,28.1%,10.2%
O=C(COc1ccc(-c2ccccc2)cc1)N/N=C/c1cccnc1,-9.4%,0.2%,-11.1%,17.5%,-17.5%,u,-24.7%,3.2%,-19.0%

A portion of the results above, as a working copy:
mol,HT1080 IDH1KD tx,GLP1R cytotox,HT1080-NT tox,GLP-1R agonist,SW480 rereplic,TDP-43 yeast inh,GLP-1R inv ag,KB-3-1 cytotox,KB-V1 cytotox
N/C(Cc1ccc([N+](=O)[O-])cc1)=N\OC(=O)C(c1ccccc1)c1ccccc1,u,6.2%,17.8µM*,29.7%,-3.5%,u,u,-8.0%,7.2%
Cc1c(-c2ccc(OCCN3CCOCC3)cc2)c(=O)oc2ccc3ccccc3c12,6.0%,6.1%,18.2%,1.5%,x,5.3%,5.5%,28.1%,10.2%

Some of these compounds in order of their number in TDP-43 yeast inh, falling:
SMILES,TDP-43 yeast inh
Cc1ccc(S(=O)(=O)N(C)c2ccc(OC(C)C(=O)N3CCCC3)cc2)cc1C (configuration not stated),21.0%
CCc1ccc(CNC(=O)CN2C(=O)CCn3nc(-c4cn(C)c5ccccc45)cc32)cc1,15.4%
N#Cc1ccccc1NC(=O)C(=O)NCC(c1cccnc1)N1CCc2ccccc21 (configuration not stated),1.9%
CCOC(=O)C1(Cc2cccc(F)c2)CCN(C2CCOCC2)CC1,-8.1%

From PubChem BioAssay
